# p53 reactivator: mutant p53 re-activation in reporter cells; AID 504706; H1299 p53-A138V BP100-luciferase reporter, luminescence, 24 h; Potency, µM (titrated, usually from 92.2 µM), for inactives: at the highest dose activity change, positive = activation, most hits filed as activators; hit rate 0.063% among 320,000; also: potency is read from the fitted curve at half-maximal effect; % of control where 0% means no effect; nearly all actives have a fitted effect of over 45% in size
#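 H1299 (p53-null), stable ts p53-A138V + BP100-Luc; 1000 cells/well, Opti-MEM/10% FBS; cpd 4 pt, 1:5; 24 h, 37 deg C, 5% CO2; detection reagent 10 min RT; luminescence.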
# BRCA1 expr act: BRCA1 expression activation; Potency, µM (series often up to 46.1 µM), inactives show at the top dose activation, hits mostly activators; hit rate 1.1% among 380,000; MCF7-BRCA1-FFLuc reporter, luminescence, 48 h; response scale: scaled: vehicle 0%, 10 µM genistein 100%; also: potency is read from the fitted curve at half-maximal effect; nearly all actives have a fitted effect of over 80% in size; some results filed as inactive show a strong effect at the top dose
#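 Compounds are tested at multiple concentrations on MCF7 BRCA1-luciferase reporter cells seeded at 2000 per well; after 48 h, a single luminescence end-point is taken and curves fitted to the normalized data.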
# FLuc modulator: counter-screen for miR-21 project: firefly luciferase inhibitors or activators | P08659 | purified FLuc, Km substrates, luminescence inhibition | Potency, µM (highest dose often 57.5 µM), for inactives: at the top dose activity change, negative = inhibition, usual class: inhibitors | hit rate 6.9% among 360,000;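 also: potency is read from the fitted curve at half-maximal effect; plate controls were vehicle for no effect and reference inhibitor for full effect; nearly all actives have a fitted effect of over 55% in size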
# Target sequence (P08659 whole entry, looked up): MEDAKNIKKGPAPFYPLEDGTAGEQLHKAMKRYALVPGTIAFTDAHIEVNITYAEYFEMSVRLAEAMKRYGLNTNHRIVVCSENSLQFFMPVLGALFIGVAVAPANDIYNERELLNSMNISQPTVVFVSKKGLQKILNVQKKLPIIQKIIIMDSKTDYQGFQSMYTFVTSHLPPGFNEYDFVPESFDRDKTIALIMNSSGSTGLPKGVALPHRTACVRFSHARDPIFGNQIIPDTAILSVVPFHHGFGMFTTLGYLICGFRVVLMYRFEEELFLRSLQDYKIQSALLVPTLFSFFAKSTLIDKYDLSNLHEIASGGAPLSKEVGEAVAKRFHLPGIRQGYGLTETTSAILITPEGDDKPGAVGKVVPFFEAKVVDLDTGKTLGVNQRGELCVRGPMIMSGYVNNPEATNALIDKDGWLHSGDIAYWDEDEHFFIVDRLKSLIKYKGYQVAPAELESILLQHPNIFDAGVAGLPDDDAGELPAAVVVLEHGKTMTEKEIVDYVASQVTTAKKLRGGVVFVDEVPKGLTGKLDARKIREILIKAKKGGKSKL
#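 Biochemical qHTS of compounds, final roughly 60 µM downward over six points, against 10 nM purified firefly luciferase using Km concentrations of substrates (10 uM D-luciferin, 10 uM ATP) in Tris acetate pH 7.5 buffer; luminescence output.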
# VP16 counter: Gal4-VP16 reporter inhibition counter-screen | Drosophila S2 Gal4-VP16 UAS-luciferase, luminescence, 20 h | Potency, µM (titrated, usually from 53.6 µM), inactives show at the highest dose activity, negative = inhibition, hits mostly inhibitors | hit rate 3.5% among 310,000;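 also: Gal4-VP16 expression switched on by copper sulfate through the metallothionein promoter; potency is read from the fitted curve at half-maximal effect; % is scaled to controls: 0 for no effect and ±100 for the full control effect; nearly all actives have a fitted effect of over 50% in size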
# NPC1 prom act: activators of NPC1 promoter | Potency, µM (series often up to 9.22 µM), inactives show at the highest dose activation, most hits filed as activators | AID 485313 | hit rate 2.4% among 320,000 | Huh7 NPC1 promoter luciferase reporter, 24 h;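 also: potency is read from the fitted curve at half-maximal effect; % of control where 0% means no effect; nearly all actives have a fitted effect of over 60% in size; reporter is driven by a mutant NPC1 promoter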
#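 Readout is luciferase luminescence, reflecting NPC1 promoter activation in stably transfected Huh7 cells after 24 h compound exposure at 37 °C in reduced-serum medium with 10% FBS.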
# Rab9 promoter act: Rab9 promoter activation | Huh7 Rab9 promoter-luciferase reporter, luminescence, 24 h | Potency, µM (series often up to 9.22 µM), inactives show top-dose activation, negative = inhibition, actives largely listed as activators | hit rate 2.8% among 320,000 | AID 485297; also: potency is read from the fitted curve at half-maximal effect; % of control where 0% means no effect; nearly all actives have a fitted effect of over 60% in size
#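 Rab9 promoter-driven luciferase in stably transfected Huh7 cells; 1500 cells/well rested 2 h, exposed to compound in DMSO for 24 h at 37 °C, 5% CO2. Luminescence read 10 min after adding luciferase reagent at ambient temperature.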
# PKM2 act: activators of human pyruvate kinase M2; purified PKM2, Kinase-Glo ATP luminescence, activation; response scale: 0% is enzyme alone, no compound; Potency, µM (doses to about 57.5 µM), for the others: at the top dose activation, hits mostly activators; hit rate 0.34% among 260,000; also: potency is read from the fitted curve at half-maximal effect; % is scaled to controls: 0 for no effect and ±100 for the full control effect; nearly all actives have a fitted effect of over 55% in size
#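 Kinase-Glo luminescence reports ATP generated from ADP (0.1 mM) and PEP (0.5 mM) by purified hPK-M2 after 1 h at room temperature, pH 7.2 imidazole buffer; intermediate enzyme activity allows detecting inhibitors and activators.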
# Giardia killer: Giardia lamblia killing; Giardia lamblia trophozoite viability; activity change, % at 7.66 µM, hits read low; hit rate 0.15% among 340,000; AID 540267; in the data active = activity change below about -80%; inconclusive = between about -30% and that limit;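 also: parasites exposed to compound for two days anaerobically before the ATP read; % is scaled to controls: 0 for no effect and ±100 for the full control effect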
#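 Media and compound were dispensed first, then trophozoites at 100 cells/well; plates sat 48 hrs at 37 deg C without oxygen before ATP luminescence reagent was added and read after 15-30 min at room temperature.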
# RORgamma inh: ROR gamma (mouse) transcription inhibition; hit rate 5.4% among 310,000; AID 2551; P51450; Drosophila S2 Gal4-RORgamma UAS-luciferase reporter, 20 h; Potency, µM (titrated, usually from 53.6 µM), for the others: at the highest dose activity change, negative = inhibition, usual class: inhibitors; also: potency is read from the fitted curve at half-maximal effect; % is scaled to controls: 0 for no effect and ±100 for the full control effect; nearly all actives have a fitted effect of over 60% in size
# Target sequence (P51450 whole entry, looked up, the tested form may be a part): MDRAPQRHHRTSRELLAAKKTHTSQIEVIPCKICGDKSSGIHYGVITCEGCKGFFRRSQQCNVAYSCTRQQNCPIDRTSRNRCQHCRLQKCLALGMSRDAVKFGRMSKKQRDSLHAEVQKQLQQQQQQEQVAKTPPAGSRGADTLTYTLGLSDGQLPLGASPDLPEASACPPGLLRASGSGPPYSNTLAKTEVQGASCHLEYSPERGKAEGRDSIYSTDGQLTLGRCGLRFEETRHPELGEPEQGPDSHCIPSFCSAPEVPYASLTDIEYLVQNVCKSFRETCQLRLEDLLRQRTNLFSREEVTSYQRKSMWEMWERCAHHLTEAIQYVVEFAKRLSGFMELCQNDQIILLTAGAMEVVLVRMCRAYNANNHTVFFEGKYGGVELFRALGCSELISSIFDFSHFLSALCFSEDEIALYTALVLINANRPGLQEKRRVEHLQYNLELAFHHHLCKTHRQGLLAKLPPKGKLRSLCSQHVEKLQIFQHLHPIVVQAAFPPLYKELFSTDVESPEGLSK
#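 Drosophila Schneider cells stably carrying a metallothionein-driven Gal4 DBD–ROR gamma fusion and a UAS-Photinus luciferase reporter were exposed to compound for 1 hr, then induced with copper sulfate (700 uM final) for 20 hr at ambient temperature before luminescence reading.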
# Menin-MLL TR inh: menin-MLL binding inhibition, Texas Red mutant peptide; O00255; AID 1768; Menin + Texas Red MLL mutant peptide, fluorescence polarization; hit rate 0.23% among 270,000; Potency, µM (top dose mostly 61.6 µM), for inactives: at the top dose FP activity change, negative = inhibition, most hits filed as inhibitors; active = well fitted inhibition curve with a large enough effect in the polarisation, with a control signal flat, not every such curve was filed as active; inconclusive = small, poorly fitted or top-dose-only effect, or effect the other way, or a change in a side signal; inactive = no such curve, though single readings can be large or run the other way; the % refers to the polarisation; also: potency is read from the fitted curve at half-maximal effect; % of control where 0% means no effect; many of its hits are not listed in these tables
# ELG1 genotoxic: inducers of genotoxicity in HEK293T ELG1-luciferase cells. HEK293T ELG1-luciferase reporter, luminescence, 16 h. Potency, µM (doses to about 46 µM), inactives show top-dose activity change, positive = activation, usual class: activators. hit rate 1.3% among 330,000; also: potency is read from the fitted curve at half-maximal effect; % of control where 0% means no effect; nearly all actives have a fitted effect of over 60% in size
#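 ELG1-luciferase HEK293T cells, 2,000/well; compound pinned in; 16 hr, 37 °C, 5% CO2; ONE-Glo, 30 min RT; luminescence on CCD imager.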
# Numbers without * were called inactive; ? = inconclusive; / = not tested or not shown; [ ] = another dose, or the depositor's remark. Unless noted, calls follow the shape of the dose curve; as a rule, active = well fitted curve in the direction sought with a large enough effect; inconclusive = small, poorly fitted or top-dose-only effect, or another doubt; inactive = no such curve, though single readings can be large; an effect the other way counts as inactive or inconclusive. A portion of the library (hit frequency here may not be typical).
SMILES,p53 reactivator,BRCA1 expr act,FLuc modulator,VP16 counter,NPC1 prom act,Rab9 promoter act,PKM2 act,Giardia killer,RORgamma inh,Menin-MLL TR inh,ELG1 genotoxic
CCOC(=O)c1c(C)[nH]c(C(=O)CN2C(=O)NC(CC)(c3ccccc3)C2=O)c1C (centres undefined),2%,-61%,-12%,0%,5%,1%,9%,2,15%,5%,-2%
CC(=O)NCN1CCN(CNC(C)=O)CC1,4%,1%,0%,0%,0%,-11%,27%,-15,3%,-8%,1%
CCOC(=O)[C@@H]1[C@H]2COc3cc(OC)ccc3[C@H]2N2C(=O)N(c3cccc(Cl)c3)C(=O)[C@@]12C,/,-23%,-1%,1%,-7%,-10%,1%,4,-16%,14%,0%
CCOc1ccc(C(C(=O)NCC2CCCO2)N(Cc2cccs2)C(=O)c2snc(C(N)=O)c2N)cc1 (centres undefined),0%,-27%,3%,6%,-2%,0%,4%,-11,26%,?,-15%
CN(C1CCCC1)C1CCN(C(=O)CNC(=O)/C=C/c2ccccc2)CC1,-7%,-16%,5%,?,-1%,2%,-3%,7,-11%,-3%,-1%
Cc1oc2c(c(=O)c1C)C(=O)CC(c1ccccc1)C2 (centres undefined),11%,-38%,-2%,-11%,1%,-1%,7%,13,-1%,-11%,0%
Cc1c(NC(=O)c2cccc(S(=O)(=O)N3CCOCC3)c2)c(=O)n(-c2ccccc2)n1C,-3%,15%,0%,1%,1%,3%,9%,8,24%,0%,3%
Cc1cccc(C2=NN(c3ccc(Br)cc3)[C@@H](C(=O)N3CCOC3=O)[C@@H]2c2ccccc2)c1,7%,-22%,/,-18%[40.7 µM],/,/,/,-1,19%[40.7 µM],?,-1%
Cc1nc(C)c(C(=O)Nc2cccc(C)c2C)s1,-2%,16%,2%,4%,2%,11%,/,3,1%,9%,2%
O=S(=O)(c1ccccc1)c1nc(-c2ccc(F)cc2)oc1NCC1CCCO1 (centres undefined),-5%,-19%,4%,/,-2%,-6%,/,-14,/,/,-1%
COc1cccc(C(=O)Nc2cc(C)c3c(=O)oc4ccccc4c3n2)c1,6%,-25%,?,-13%,-3%,-9%,2%,-12,8%,/,-5%
CC(=O)C1=C(S(=O)(=O)c2ccc(C)cc2)CS(=O)(=O)C1,-7%,-14%,?,6%[10 µM],-21%,-8%,?,-6,?,10%,-5%
Cc1cccc(C(=O)N2CCCC(Nc3ccc(F)c(F)c3)C2)n1 (centres undefined),-7%,-6%,-2%,-4%,-4%,2%,0%,-3,-2%,/,-2%
CCOc1ccccc1N1CCN(C(=O)CN2C(=O)NC3(CCCC3)C2=O)CC1,8%,-11%,-1%,/,2%,-2%,/,-12,/,/,-3%
O=C(CSc1nc(-c2ccccc2)nc2ccccc12)Nc1cccc(C(=O)O)c1,-1%,-2%,19µM*,5%,-4%,2%,-3%,-18,-10%,?,3%
Cn1c(-c2ccc(F)cc2)cnc1NCc1ccc(C#N)cc1,2%,0%,-1%,1%,4%,1%,-2%,23,-10%[10 µM],0%,-1%
CC(NO)C(C)(C)NO (centres undefined),-8%,-1%,-2%,-1%,-3%,1%,0%,-9,-14%,2%,-11%
COc1ccccc1NC(=S)N(Cc1cccnc1)Cc1ccccc1Cl,1%,-31%,2%,1%[10 µM],1%,-1%,5%,18,?,-1%,16%
CCN(C(=O)C(=O)c1c[nH]c2ccccc12)c1ccccc1,/,-1%,4%,-3%,-5%,0%,-4%,20,21%,-6%,-5%
O=C(/C(=C/c1ccccc1)c1ccccc1)N1CCCCC1,3%,-8%,1%,5%,-1%,-2%,-11%,-24,-7%,?,-1%
COc1ccccc1NS(=O)(=O)c1ccc(OC)c(OC)c1,5%,-22%,-1%,1%,-1%,-7%,2%,21,-2%,10%,-1%
COc1ccccc1N1CCN(C/C=C/c2ccc(N(C)C)cc2)CC1,10%,/,2%,-3%,0%,10%,7%,/,-8%,-12%,-4%
Cc1cc(Nc2ccc(F)cc2C)n2nc(C)nc2n1,3%,7%,6%,-5%,-5%,3%,0%,-27,5%,12%,7%
CCCn1c(SCC(=O)Nc2ccc(C)c(S(=O)(=O)N3CCOCC3)c2)n[nH]c1=O,-3%,-4%,0%,20%,-1%,0%,3%,-7,?,12%,1%
CCOc1ccc2nc(NC(=O)CN3CCC(n4nnc5cc(C(F)(F)F)ccc54)CC3)sc2c1,-5%,-38%,-12%,2%,-8%,-9%,-6%,-2,39%,24%,2%

# Reformatted: entries from further up.
# Results follow in this order: p53 reactivator	BRCA1 expr act	FLuc modulator	VP16 counter	NPC1 prom act	Rab9 promoter act	PKM2 act	Giardia killer	RORgamma inh	Menin-MLL TR inh	ELG1 genotoxic
> Cn1c(-c2ccc(F)cc2)cnc1NCc1ccc(C#N)cc1
→ 2%	0%	-1%	1%	4%	1%	-2%	23	-10%[10 µM]	0%	-1%
> CC(NO)C(C)(C)NO (centres undefined)
→ -8%	-1%	-2%	-1%	-3%	1%	0%	-9	-14%	2%	-11%
> COc1ccccc1NC(=S)N(Cc1cccnc1)Cc1ccccc1Cl
→ 1%	-31%	2%	1%[10 µM]	1%	-1%	5%	18	?	-1%	16%
> CCN(C(=O)C(=O)c1c[nH]c2ccccc12)c1ccccc1
→ /	-1%	4%	-3%	-5%	0%	-4%	20	21%	-6%	-5%
> O=C(/C(=C/c1ccccc1)c1ccccc1)N1CCCCC1
→ 3%	-8%	1%	5%	-1%	-2%	-11%	-24	-7%	?	-1%
> COc1ccccc1NS(=O)(=O)c1ccc(OC)c(OC)c1
→ 5%	-22%	-1%	1%	-1%	-7%	2%	21	-2%	10%	-1%
> COc1ccccc1N1CCN(C/C=C/c2ccc(N(C)C)cc2)CC1
→ 10%	/	2%	-3%	0%	10%	7%	/	-8%	-12%	-4%
> Cc1cc(Nc2ccc(F)cc2C)n2nc(C)nc2n1
→ 3%	7%	6%	-5%	-5%	3%	0%	-27	5%	12%	7%
> CCCn1c(SCC(=O)Nc2ccc(C)c(S(=O)(=O)N3CCOCC3)c2)n[nH]c1=O
→ -3%	-4%	0%	20%	-1%	0%	3%	-7	?	12%	1%
> CCOc1ccc2nc(NC(=O)CN3CCC(n4nnc5cc(C(F)(F)F)ccc54)CC3)sc2c1
→ -5%	-38%	-12%	2%	-8%	-9%	-6%	-2	39%	24%	2%

# Carrying on:
SMILES,p53 reactivator,BRCA1 expr act,FLuc modulator,VP16 counter,NPC1 prom act,Rab9 promoter act,PKM2 act,Giardia killer,RORgamma inh,Menin-MLL TR inh,ELG1 genotoxic
Cc1ccc(C)c(NC(=O)Cn2nc([N+](=O)[O-])c(Br)c2C)c1,-9%,-28%,6%,-6%,-3%,-10%,-1%,-8,22%,5%,7%
NC(=S)N/N=C/c1ccc2cccc(OCc3ccccc3)c2n1,-4%,-18%,-20%,?,2%,5%,/,-21,7.1µM*,-18%,-3%
C=CCn1c(=O)c2ccccc2n2c(Sc3nnnn3-c3ccccc3)nnc12,30%,-50%,-2%,-8%,0%,-2%,0%,-2,-30%,3%,-3%
O=C(CSc1ccccn1)N1CCc2ccccc21,12%,?,11µM*,-23%,2.5µM*,1.1µM*,/,-9,5%,?,?
O=C1CN(C(=O)CSc2nc3cc(Cl)ccc3c(=O)n2Cc2ccccc2)c2ccccc2N1,-25%,-42%,9%,13µM*,-1%,-4%,18%,-4,?,-7%,-3%
Cn1c(SCc2ccc(F)cc2)nnc1-c1cnccn1,9%,11µM*,-18%,-6%,23%,27%,3%,-21,25%,/,10%
Cn1c2ccccc2c2cc(/C=N/NC(=O)c3ccc(N)cc3)ccc21,-2%,-13%,11µM*,-19%,-2%,12%,-2%,-17,-3%,/,-14%
Cn1ccnc1SCC(=O)c1cccc(Br)c1,?,?,15µM*,-2%,18%,?,-9%,-5,-3%,14%,?
CC(=O)COc1ccc2c3c(c(=O)oc2c1)CCCC3,5%,?,-2%,4%,3%,-3%,1%,-4,21%,-2%,29%
CC(NC(=O)CSc1nc2ccc(N)cc2s1)c1ccccc1 (centres undefined),-2%,-24%,3%,-8%,-5%,-3%,8%,4,?,-26%,-6%

# Compound activity: PubChem, National Center for Advancing Translational Sciences (NCATS)
